Source: PubChem (National Center for Advancing Translational Sciences (NCATS))
Ub-GFP proteasome: proteasome inhibitors stabilizing ubiquitin-GFP reporter. Ubiquitin-GFP reporter cells, proteasome inhibition, GFP fluorescence; response scale: untreated = 0%, 10 µM MG-132 = 100%. Potency, µM (doses to about 45.9 µM), without a hit: at the highest dose activation (GFP accumulation), hits mostly activators. 67,000 tested, under 10 active. AID 526; active means well fitted activation curve with a large enough effect, not every such curve was filed as active; inconclusive means small, poorly fitted or top-dose-only effect, or another doubt; inactive means no such curve, though single readings can be large or run the other way; further: potency means the concentration at half of the fitted maximal effect
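Proteasome block read as GFP accumulation: ubiquitin(G76V)-GFP U2OS cells exposed to compound (2.9 nM–46 uM) for 4 hr at 37 C. Normalization used untreated cells as 0% and 10 uM MG-132 as 100%; concentration-response curves fitted.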
HBB splicing: modulators of hemoglobin beta chain splicing; HBB splicing reporter cell assay, activation; EGFP reporter with mutant IVS2-654 intron; response scale: normalised to 500 nM splice-correcting PNA; Potency, µM (series often up to 46.1 µM), for inactives: at the top dose activation, most hits filed as activators; 65,000 tested, 0.06% active; further: potency means the concentration at half of the fitted maximal effect; 0% is about no effect
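Compounds were applied for 2 days to HeLa EGFP-654 cells, 500/well in Optimem with 2% FCS. The reporter's EGFP is disrupted by mis-splicing of beta-globin intron IVS2-654. Readout: summed well GFP fluorescence from 488 nm laser scanning; reference was 500 nM antisense […] 654 PNA.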
ALOX15 inhib: blocks human 15-lipoxygenase activity. purified 15hLO-1, xylenol orange hydroperoxide absorbance. Potency, µM (titrated, usually from 57.1 µM), inactives show top-dose activity change, negative = inhibition, usual class: inhibitors. 74,000 tested, 1.4% active. AID 887; further: potency means the concentration at half of the fitted maximal effect; on the % scale 0 is the no-effect control and ±100 the full control effect; nearly all actives have a fitted effect of over 55% in size
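Inhibition is scored from a chromogenic endpoint. After 15 min enzyme-compound contact, arachidonic acid (50 uM final) reacts 6 min with 40 nM 15hLO-1 at room temperature, then Fe-XO reagent is added for 30 min and absorbance ratio recorded.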
CRE Fsk mod: CRE-bla signaling modulation under forskolin stimulation; CHO CRE-bla reporter (cAMP response element driving beta-lactamase), forskolin EC10, beta-lactamase ratio; Potency, µM (titrated, usually from 38.2 µM), without a hit: at the highest dose activity change, negative = inhibition, most hits filed as activators; 71,000 tested, 2.5% active; active means well fitted activation curve with a large enough effect in the signal ratio, with a control signal flat, not every such curve was filed as active; inconclusive means small, poorly fitted or top-dose-only effect, or effect the other way, or a change in a side signal; the % refers to the signal ratio; further: potency means the concentration at half of the fitted maximal effect; % of control where 0% means no effect
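CRE-bla CHO reporter cells treated with compound titration plus EC10 NKH 477 (water-soluble forskolin), incubated 3 h at 37 °C; CCF4 loading 2 h at room temperature, 460/530 nm emission ratio read, AC50 values derived for positive or negative modulators.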
DNA Pol III inh: inhibitors of bacterial DNA polymerase III holoenzyme. AID 603. reconstituted DNA polymerase III holoenzyme replication, biochemical. Potency, µM (titrated, usually from 57.1 µM), inactives show at the top dose activity change, negative = inhibition. 71,000 tested, 0.25% active; further: potency means the concentration at half of the fitted maximal effect; on the % scale 0 is the no-effect control and ±100 the full control effect
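Reconstituted *E. coli* holoenzyme (0.35 nM Pol III, 1 nM beta, 154 nM SSB, 2 nM primase) was preincubated with compound for 15 min at RT. Synthesis on 1.4 nM ssM13Gori ran 35 min, then was stopped with PicoGreen/EDTA and read as dsDNA fluorescence.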
Tau fil binding: tau filament binding; Potency, µM (series often up to 57.1 µM), for the others: top-dose activity change, negative = inhibition; AID 596; 71,000 tested, 2% active; recombinant tau filaments, thioflavin S fluorescence, 15 h; filaments grown with octadecylsulfate alongside compound; P10636;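 further: potency means the concentration at half of the fitted maximal effect; on the % scale 0 is the no-effect control and ±100 the full control effect; actives lower thioflavin S fluorescence by blocking filaments or displacing dye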
Target sequence (P10636 whole entry, looked up): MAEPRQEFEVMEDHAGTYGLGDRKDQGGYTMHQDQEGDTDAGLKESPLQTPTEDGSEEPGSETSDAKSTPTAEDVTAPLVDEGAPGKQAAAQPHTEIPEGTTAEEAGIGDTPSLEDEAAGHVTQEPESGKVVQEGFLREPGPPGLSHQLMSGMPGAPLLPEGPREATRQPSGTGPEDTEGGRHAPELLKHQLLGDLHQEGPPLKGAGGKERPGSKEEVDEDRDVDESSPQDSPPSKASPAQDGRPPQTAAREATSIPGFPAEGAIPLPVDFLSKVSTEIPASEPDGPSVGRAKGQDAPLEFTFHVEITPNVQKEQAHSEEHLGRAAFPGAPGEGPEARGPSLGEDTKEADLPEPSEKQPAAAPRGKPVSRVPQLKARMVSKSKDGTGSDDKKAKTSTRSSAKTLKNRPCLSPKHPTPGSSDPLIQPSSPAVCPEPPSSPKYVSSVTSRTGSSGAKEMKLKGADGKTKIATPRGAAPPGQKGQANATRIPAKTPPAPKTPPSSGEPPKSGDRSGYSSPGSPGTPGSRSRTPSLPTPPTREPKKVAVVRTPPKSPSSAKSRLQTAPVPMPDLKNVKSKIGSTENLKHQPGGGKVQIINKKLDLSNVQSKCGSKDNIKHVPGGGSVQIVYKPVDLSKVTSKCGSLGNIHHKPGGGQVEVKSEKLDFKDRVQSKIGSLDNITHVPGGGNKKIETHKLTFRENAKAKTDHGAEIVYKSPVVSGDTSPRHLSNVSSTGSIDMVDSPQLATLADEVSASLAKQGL
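Thioflavine S fluorescence (ex 450, em 510 nm) reports filaments formed from 1 uM human tau plus 30 uM ODS over 15 h at 37 C (10 mM HEPES pH 7.4, 100 mM NaCl, 5 mM DTT); compounds displacing dye or blocking filaments lower signal.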
HADH2 inh: inhibitors of human HADH2 dehydrogenase. 73,000 tested, 3.4% active. Potency, µM (series often up to 57.1 µM), without a hit: at the highest dose activity change, negative = inhibition, hits mostly inhibitors. Q99714. recombinant HADH2, NADH fluorescence, beta-hydroxybutyryl-CoA; further: potency means the concentration at half of the fitted maximal effect; on the % scale 0 is the no-effect control and ±100 the full control effect; nearly all actives have a fitted effect of over 60% in size; many of its hits are not listed in these tables
Target sequence (Q99714 whole entry, looked up, one chain of several): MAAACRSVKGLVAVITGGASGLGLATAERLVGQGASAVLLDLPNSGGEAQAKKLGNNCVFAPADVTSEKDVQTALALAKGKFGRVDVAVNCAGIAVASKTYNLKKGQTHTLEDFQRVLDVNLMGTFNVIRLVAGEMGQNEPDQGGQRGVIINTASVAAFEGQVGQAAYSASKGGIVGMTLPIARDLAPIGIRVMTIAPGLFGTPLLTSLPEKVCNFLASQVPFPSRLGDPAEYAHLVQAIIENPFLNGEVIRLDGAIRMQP
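E. coli-expressed His-tagged HADH2 tested at 20 nM in alkaline Tris buffer (pH 9.0); oxidation of 90 uM beta-hydroxybutyryl-CoA with 1 mM NAD+ tracked fluorimetrically for 4 min.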
Epigenetic mod: derepresses silenced GFP locus in mouse C127i cells; Potency, µM (doses to about 46.1 µM), for inactives: at the highest dose GFP derepression (activation); 68,000 tested, 0.09% active; mouse C127i GFP locus derepression, cytometry, 30 h; further: % of control where 0% means no effect
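Locus derepression in mouse mammary C127i cells whose integrated CMV-GFP reporter is normally silent; GFP expression after 30 h compound treatment was quantified by counting fluorescent cells.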
ERK AVP inh: vasopressin-driven ERK pathway inhibition | HEK293-V1b, vasopressin-stimulated pERK AlphaScreen | Potency, µM (highest dose often 57.5 µM), inactives show top-dose activity, negative = inhibition, hits mostly inhibitors | 72,000 tested, 0.99% active | AID 995; further: potency means the concentration at half of the fitted maximal effect; on the % scale 0 is the no-effect control and ±100 the full control effect; nearly all actives have a fitted effect of over 55% in size
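HEK293 cells stably expressing V1b receptor, seeded overnight in 1% FBS, were treated with compounds for 30 min at 37C, then stimulated 5 min with 25 nM vasopressin; phospho-ERK read by AlphaScreen SureFire after lysis.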
Hsp90 Hop PPI: changes Hsp90-Hop TPR2A binding signal, up or down | 71,000 tested, 0.44% active | AlphaScreen TPR2A-His6 binding biotin-Hsp90 C-terminal peptide | Potency, µM (series often up to 57 µM), for the others: at the top dose activity change, negative = inhibition; active means well fitted curve in either direction with a large enough effect; inconclusive means small, poorly fitted or top-dose-only effect, or another doubt; further: potency means the concentration at half of the fitted maximal effect; on the % scale 0 is the no-effect control and ±100 the full control effect; many of its hits are not listed in these tables
Luciferase inh: firefly luciferase inhibition. AID 411. purified firefly luciferase, luminescence, 8 min. 72,000 tested, 2.2% active. Potency, µM (doses to about 57.1 µM), without a hit: at the top dose activity change, negative = inhibition, usual class: inhibitors; further: potency means the concentration at half of the fitted maximal effect; on the % scale 0 is the no-effect control and ±100 the full control effect; nearly all actives have a fitted effect of over 40% in size
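Firefly luciferase (PKLight detection mix) with 10 uM ATP in pH 7.2 imidazole buffer (KCl, MgCl2, Tween 20, BSA). Compounds tested across a concentration series (qHTS). Luminescence read after 8 min at ambient temperature.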
An asterisk follows results filed as active; [ ] = another dose, or the depositor's remark. Unless noted, the call rests on the fitted dose curve; in most records, active means well fitted curve in the direction sought with a large enough effect; inconclusive means small, poorly fitted or top-dose-only effect, or another doubt; inactive means no such curve, though single readings can be large; an effect the other way counts as inactive or inconclusive. Not all compounds are listed, so the mix of outcomes need not match the whole.

Screening C=CCn1c(SCc2ccc(C#N)cc2)nnc1-c1cccc(Cl)c1 returned Ub-GFP proteasome 1%, HBB splicing -3.6%[57.5 µM], ALOX15 inhib inconclusive, CRE Fsk mod -5%, DNA Pol III inh 0%, Tau fil binding 10%, HADH2 inh -1%, Epigenetic mod 0%, ERK AVP inh 29%, Hsp90 Hop PPI 1% and Luciferase inh 0%.
For O=[N+]([O-])c1ccc2c(c1)c(S(=O)(=O)O)cc1nonc12 the results were Ub-GFP proteasome -4%[9.17 µM], HBB splicing 0.3%[9.22 µM], ALOX15 inhib 13%[11.4 µM], CRE Fsk mod -6%[7.6 µM], DNA Pol III inh -2%[11.4 µM], Tau fil binding 6%[11.4 µM], HADH2 inh 2%[11.4 µM], Epigenetic mod 6%[9.22 µM], ERK AVP inh 29%[11.5 µM], Hsp90 Hop PPI -4%[11 µM] and Luciferase inh 0%[11.4 µM].
Screening Cc1cc(C(=O)CN2C(=O)c3ccccc3S2(=O)=O)c(C)n1CC1CCCO1 (centres undefined) returned Ub-GFP proteasome 7%, HBB splicing 0.1%[57.5 µM], ALOX15 inhib 9%, CRE Fsk mod 4%, DNA Pol III inh -4%, Tau fil binding -13%, HADH2 inh 26%, Epigenetic mod 8%, ERK AVP inh -9%, Hsp90 Hop PPI -8% and Luciferase inh 16µM*.
For CCC(C)[C@H](NC(=O)NCCCN1CCOCC1)C(=O)OC (some centres undefined) the results were Ub-GFP proteasome 3%, HBB splicing 1.4%[0.369 µM], ALOX15 inhib -1%, CRE Fsk mod 7%, DNA Pol III inh 1%, Tau fil binding 2%, HADH2 inh 1%, Epigenetic mod 0%, ERK AVP inh -4%, Hsp90 Hop PPI -6% and Luciferase inh 4%.
Screening O=C(CSc1nc(-c2ccco2)cc(C(F)(F)F)n1)NCc1cccs1 returned Ub-GFP proteasome 1%, HBB splicing 1.0%, ALOX15 inhib -2%, CRE Fsk mod -3%, DNA Pol III inh -3%, Tau fil binding 54%, HADH2 inh -5%, Epigenetic mod 0%, ERK AVP inh 3%, Hsp90 Hop PPI -3% and Luciferase inh 1%.
`COCCN(C(=O)CCC(=O)Nc1ccccn1)C(C(=O)NCCC(C)C)c1ccc(OC)cc1` (centres undefined) gave Ub-GFP proteasome 3%, ALOX15 inhib -2%, CRE Fsk mod -4%, DNA Pol III inh -2%, Tau fil binding -6%, HADH2 inh 3%, Epigenetic mod 1%, ERK AVP inh -26%, Hsp90 Hop PPI -4% and Luciferase inh 0%.
Screening Cc1cc(C)c2cc(CN(CCO)Cc3nnnn3Cc3ccccc3)c(=O)[nH]c2c1 returned Ub-GFP proteasome -5%, HBB splicing -0.1%, ALOX15 inhib -11%, CRE Fsk mod inconclusive, DNA Pol III inh 6%, Tau fil binding -6%, HADH2 inh 2%, Epigenetic mod -2%, ERK AVP inh -11%, Hsp90 Hop PPI -12% and Luciferase inh -2%.
CCCn1c(C)nc2c(N(C)CCN(C)C)nc(C)nc21 was read as Ub-GFP proteasome 5%, HBB splicing 0.1%, ALOX15 inhib -29%, CRE Fsk mod 4%, DNA Pol III inh 1%, Tau fil binding 4%, HADH2 inh -7%, ERK AVP inh -22% and Hsp90 Hop PPI -3%.
Screening COC(=O)c1cccc(NC(=O)c2ccc(S(=O)(=O)N3CCN(C)CC3)cc2)c1 returned Ub-GFP proteasome 6%, ALOX15 inhib 3%, CRE Fsk mod 0%, DNA Pol III inh -3%, Tau fil binding -25%, HADH2 inh 14%, Epigenetic mod 0%, ERK AVP inh 10%, Hsp90 Hop PPI -1% and Luciferase inh -1%.
Cc1cccc(CNc2ncnc3ccc(-c4cccc(NS(C)(=O)=O)c4)cc23)c1 was read as Ub-GFP proteasome -1%, HBB splicing -2.8%, ALOX15 inhib -1%, CRE Fsk mod inconclusive, DNA Pol III inh 2%, Tau fil binding 107%, HADH2 inh -15%, Epigenetic mod -3%[9.22 µM], ERK AVP inh 25µM*, Hsp90 Hop PPI -6% and Luciferase inh 0%[2.29 µM].
`COc1ccc(CCNC(=O)c2ccncc2)cc1OC` gave Ub-GFP proteasome -3%, HBB splicing 3.0%, ALOX15 inhib -6%, CRE Fsk mod -2%, DNA Pol III inh 0%, Tau fil binding 3%, HADH2 inh 4%, Epigenetic mod 1%, ERK AVP inh 4%, Hsp90 Hop PPI -3% and Luciferase inh 1%.
`O=C(Nc1ccc(S(=O)(=O)C(F)F)cc1)c1cccc(S(=O)(=O)N2CCOCC2)c1` gave Ub-GFP proteasome 3%, HBB splicing -0.6%, ALOX15 inhib -1%, CRE Fsk mod -14%, DNA Pol III inh 1%, Tau fil binding 0%, HADH2 inh 16%, Epigenetic mod 2%, ERK AVP inh inconclusive, Hsp90 Hop PPI 0% and Luciferase inh 1%.
Screening CCCn1c(NC(=O)c2ccccc2)nc2ccccc21 returned Ub-GFP proteasome -6%, HBB splicing -1.3%, ALOX15 inhib 18%, CRE Fsk mod inconclusive, DNA Pol III inh -9%, Tau fil binding 20%, HADH2 inh 5%, Epigenetic mod -1%, ERK AVP inh 12%, Hsp90 Hop PPI -3% and Luciferase inh -46%.
`C=CCN1C(=O)CN=C1NCc1ccccc1` gave Ub-GFP proteasome -1%, HBB splicing -0.2%[57.5 µM], ALOX15 inhib 3%, CRE Fsk mod -1%, DNA Pol III inh 0%, Tau fil binding -1%, HADH2 inh -2%, Epigenetic mod 2%, ERK AVP inh 10%, Hsp90 Hop PPI 1% and Luciferase inh 2%.
COc1ccccc1N1CCN(C(=O)c2sc3nc(-c4ccc(F)cc4)cn3c2C)CC1 was read as Ub-GFP proteasome 0%, HBB splicing -0.8%, ALOX15 inhib inconclusive, CRE Fsk mod inconclusive, DNA Pol III inh 2%, Tau fil binding 55%, HADH2 inh -5%, Hsp90 Hop PPI -17% and Luciferase inh 1%.
Screening O=C(NCc1ccco1)c1cc2sccc2n1Cc1ccc(F)cc1 returned Ub-GFP proteasome 2%, HBB splicing 4.7%, ALOX15 inhib -20%, CRE Fsk mod inconclusive, DNA Pol III inh -4%, Tau fil binding 0%, HADH2 inh 16%, Epigenetic mod -2%, ERK AVP inh 1%, Hsp90 Hop PPI 14% and Luciferase inh 0%.
Cc1ccc(NC(=O)N2CCC(c3nc4c(nnn4Cc4cccc(Cl)c4)c(=O)[nH]3)CC2)cc1 was read as Ub-GFP proteasome -1%, HBB splicing 1.1%, ALOX15 inhib -30%, CRE Fsk mod inconclusive, DNA Pol III inh -4%, Tau fil binding 123%, HADH2 inh 7%, Epigenetic mod 2%, ERK AVP inh inconclusive, Hsp90 Hop PPI -8% and Luciferase inh 0%.
For O=C(CSc1nnc2ccccn12)c1ccc2c(c1)OCCO2 the results were Ub-GFP proteasome 5%, HBB splicing -1.4%, ALOX15 inhib 3%, CRE Fsk mod -1%, DNA Pol III inh -4%, Tau fil binding 1%, HADH2 inh inconclusive, Epigenetic mod 4%, ERK AVP inh 1%, Hsp90 Hop PPI -4% and Luciferase inh 16µM*.
`COC(=O)N1CCC2(CCN(C(=O)Nc3cccc(C#N)c3)CC2)CC1` gave Ub-GFP proteasome 9%, HBB splicing 3.5%, ALOX15 inhib 0%, CRE Fsk mod 1%, DNA Pol III inh -1%, Tau fil binding -5%, HADH2 inh inconclusive, Epigenetic mod -7%[9.22 µM], ERK AVP inh 3%, Hsp90 Hop PPI -7% and Luciferase inh -2%[11.4 µM].
`Cn1cc(SCC(=O)Nc2nc3ccccc3s2)c2ccccc21` gave Ub-GFP proteasome -3%, HBB splicing 0.9%[0.369 µM], ALOX15 inhib -22%, CRE Fsk mod inconclusive, DNA Pol III inh 3%, Tau fil binding 111%, HADH2 inh -11%, Epigenetic mod 2%, ERK AVP inh inconclusive, Hsp90 Hop PPI -7% and Luciferase inh 6%.
`CCOC(=O)c1ccc(N2C(=O)CC(N(C)CCc3ccc(OC)c(OC)c3)C2=O)cc1` (centres undefined) gave Ub-GFP proteasome 23%, HBB splicing 2.7%, ALOX15 inhib 4%, CRE Fsk mod 18%, DNA Pol III inh 2%, Tau fil binding -2%, HADH2 inh -1%, Epigenetic mod 4%, ERK AVP inh -18%, Hsp90 Hop PPI -5% and Luciferase inh 2%.
For CN(c1ccc(OCC(=O)N2CCCCC2)cc1)S(=O)(=O)c1cccs1 the results were Ub-GFP proteasome -7%, HBB splicing -2.0%, ALOX15 inhib 4%, CRE Fsk mod 2%, DNA Pol III inh -6%, Tau fil binding 6%, HADH2 inh 4%, Epigenetic mod 2%, ERK AVP inh 12%, Hsp90 Hop PPI 0% and Luciferase inh -7%.
